# From PubChem
# D1 PAM – enhances dopamine response at the human D1 receptor. HEK293 TREx D1 cells, calcium flux, dopamine EC20 potentiation. potentiation, % at 10 µM. actives 0.036% (n = 360,000). AID 504651; in the data active means potentiation above about 30%; further: 0% is about no effect
# Target sequence (P21728 whole entry, looked up): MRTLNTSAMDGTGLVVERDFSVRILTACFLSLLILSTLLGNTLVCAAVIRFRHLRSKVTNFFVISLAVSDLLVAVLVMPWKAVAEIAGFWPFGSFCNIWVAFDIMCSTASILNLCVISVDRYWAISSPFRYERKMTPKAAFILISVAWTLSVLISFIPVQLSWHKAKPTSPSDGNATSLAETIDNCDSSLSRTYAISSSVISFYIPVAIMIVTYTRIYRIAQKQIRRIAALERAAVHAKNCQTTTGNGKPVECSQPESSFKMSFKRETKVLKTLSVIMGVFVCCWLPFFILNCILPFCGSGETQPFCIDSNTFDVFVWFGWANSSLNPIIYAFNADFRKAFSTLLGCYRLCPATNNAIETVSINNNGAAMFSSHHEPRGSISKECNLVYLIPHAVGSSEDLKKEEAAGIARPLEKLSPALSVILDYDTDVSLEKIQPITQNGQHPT
# RXFP1 ag – agonists of human relaxin receptor RXFP1; Q9HBX9; AID 2676; actives 0.3% (n = 370,000); Potency, µM (top dose mostly 57.5 µM), inactives show at the top dose activation, hits mostly activators; HEK293T-RXFP1 cAMP TR-FRET, 30 min; response scale: percent of porcine relaxin response, buffer zero; further: potency means the concentration at half of the fitted maximal effect; on the % scale 0 is the no-effect control and ±100 the full control effect; nearly all actives have a fitted effect of over 60% in size; many of its hits are not listed in these tables
#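 Agonist response is measured as cAMP accumulation in an RXFP1-transfected HEK293T line under PDE4 inhibition. Values are scaled between buffer-only and 29 nM porcine relaxin, and EC50s come from standard Hill equation fits.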
# D2 potentiator – positive allosteric modulators of human D2 dopamine receptor. HEK293 T-REx D2, calcium flux, EC20 dopamine potentiation. actives 0.34% (n = 340,000). potentiation, % at 10 µM. P14416;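 active means potentiation over 3 SD above the plate norm, cut at about 30% in these data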; further: 0% is about no effect
#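 Tetracycline-induced Hek293 Trex D2 cells, force-coupled to calcium, loaded with no-wash calcium dye. Compound added with 180 s kinetic read for agonism, then EC20 dopamine and a further 180 s read for potentiation.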
# Vif-A3F inh – inhibitors of Vif-A3F interaction; Potency, µM (highest dose often 46.1 µM), inactives show at the highest dose activity, negative = active; AID 602313; actives 0.2% (n = 390,000); HeLa A3F-eYFP + Vif (tagged APOBEC3F with the HIV-1 protein that degrades it), YFP fluorescence increase; further: potency means the concentration at half of the fitted maximal effect; % of control where 0% means no effect; nearly all actives have a fitted effect of over 65% in size
#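 Fluorescence increase (Ex 488/Em 500-530) after overnight compound treatment at 37 deg C flags inhibition of Vif-driven A3F-eYFP loss in stable HeLa A3F-eYFP/Vif cells seeded overnight beforehand.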
# RXFP1 antag – RXFP1 (human) relaxin receptor antagonism; activity change, negative = inhibition, % at 57.5 µM; HEK293-RXFP1, relaxin-stimulated cAMP HTRF, 30 min; stronger effect = lower value; Q9HBX9; AID 1259400; actives 0.59% (n = 350,000);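 active means activity change of -60% or lower, but not beyond a set lower limit; inconclusive means change between -60% and -40%, or beyond the set limit; inactive means change above -40%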; further: on the % scale 0 is the no-effect control and ±100 the full control effect
# D1 agonist – agonists of human D1 dopamine receptor | P21728 | HEK293 T-REx D1 cells, calcium flux, agonist mode | activation, % at 2 µM | actives 1% (n = 360,000) | AID 504660; in the data active means activation above about 30%; further: 0% is about no effect
#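 Agonism was scored from calcium flux recorded over 180 s (1 read/s) after pintool compound addition, following a 10-cycle baseline. Cells were inducible force-coupled HEK293 TREx D1, plated overnight at 30 C and loaded with no-wash calcium dye.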
# Vif-APOBEC3G blk – inhibitors of Vif-APOBEC3G interaction. Q9HC16. HeLa A3G-eYFP + Vif (tagged APOBEC3G with the HIV-1 protein that degrades it), YFP fluorescence, overnight. Potency, µM (titrated, usually from 46.1 µM), without a hit: at the top dose activity, negative = active, actives largely listed as inhibitors. actives 0.076% (n = 410,000). AID 602310;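 further: potency means the concentration at half of the fitted maximal effect; on the % scale 0 is the no-effect control and ±100 the full control effect; nearly all actives have a fitted effect of over 60% in size; hits raise eYFP signal because A3G escapes Vif-driven loss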
# Target sequence (Q9HC16 whole entry, looked up): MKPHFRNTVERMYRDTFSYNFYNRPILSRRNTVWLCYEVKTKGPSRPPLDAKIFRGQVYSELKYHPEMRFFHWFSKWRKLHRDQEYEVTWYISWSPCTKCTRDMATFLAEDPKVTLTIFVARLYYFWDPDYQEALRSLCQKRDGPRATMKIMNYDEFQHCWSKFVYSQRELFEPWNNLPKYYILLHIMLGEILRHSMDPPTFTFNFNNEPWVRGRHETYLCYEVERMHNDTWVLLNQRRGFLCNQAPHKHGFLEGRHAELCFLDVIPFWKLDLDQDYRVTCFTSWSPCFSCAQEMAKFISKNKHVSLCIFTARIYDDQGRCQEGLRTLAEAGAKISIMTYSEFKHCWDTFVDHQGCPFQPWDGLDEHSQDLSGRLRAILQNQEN
#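 HeLa cells stably expressing Vif and C-terminally eYFP-tagged A3G, seeded overnight at 37 deg C, then exposed to compound by pintool overnight at 37 deg C. Rise in yellow fluorescence (Ex 488/Em 500-530, Acumen) marks blocked Vif-driven A3G degradation.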
# Glioma ERSR ind – ER stress response induction in glioma | U87-MG GRP78 promoter luciferase reporter, 16 h | Potency, µM, for inactives: top-dose activation, usual class: activators | actives 0.02% (n = 420,000); further: potency means the concentration at half of the fitted maximal effect; series mostly up to about 76 µM; % of control where 0% means no effect; nearly all actives have a fitted effect of over 35% in size
#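 ERSR induction read as luciferase luminescence (Bright-Glo, 10 min at room temperature) in stably transfected human U87-MG glioma cells exposed to compounds for 16 h, using GRP78 as sensor.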
# D1 antagonist – blocks dopamine activation of the human D1 receptor; AID 504652; P21728; HEK293 TREx D1 cells, calcium flux, dopamine EC80; stronger effect = lower value; activity change, negative = inhibition, % at 10 µM; actives 3.2% (n = 360,000); in the data active means activity change below about -30%; further: on the % scale 0 is the no-effect control and ±100 the full control effect
#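 Kinetic fluorescence of a calcium dye serves as the read-out. D1-expressing Hek293 Trex cells, induced overnight at 30 C, are exposed to compound for 180 s before an EC80 dopamine addition, then read 180 s further.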
# * hit, by the source's call; ? = inconclusive; . = not tested or not shown; & = joins results of further samples. Unless noted, the call rests on the fitted dose curve; in most records, active means well fitted curve in the direction sought with a large enough effect; inconclusive means small, poorly fitted or top-dose-only effect, or another doubt; inactive means no such curve, though single readings can be large; an effect the other way counts as inactive or inconclusive. The list is partial, so the mix of outcomes need not match the whole.
mol	D1 PAM	RXFP1 ag	D2 potentiator	Vif-A3F inh	RXFP1 antag	D1 agonist	Vif-APOBEC3G blk	Glioma ERSR ind	D1 antagonist
CC1=NN(C(N)=S)C(=O)C1N=Nc1ccc(C)c(Br)c1 (configuration not stated)	-4	3.9%	4	-1%	12	4	-3%	1%	-7
COc1ccc(/C(C)=C2/SC(=S)N(CCC(=O)O)C2=O)cc1	7	-0.5%	-6	-2%	9	1	1%	-2%	-4
Cc1ccc(C(=O)Nc2ccccc2C(=O)N2CCCCCC2)cc1	0	2.6%	10	-17%	-24	0	5%	-3%	6
CS(=O)(=O)c1nc2ccccc2n1Cc1ccccc1	-3	1.5%	-14	9%	1	3	1%	-5%	-18
COc1cc(S(=O)(=O)N(Cc2cccc(OC)c2OC)CC2CCCO2)ccc1-n1cnnn1 (configuration not stated)	-3	6.0%	8	-1%	-5	4	-4%	-1%	6
CC[C@@]12C(=O)N(c3cccc(F)c3)C(=O)N1[C@H](c1ccc(Cl)cc1)[C@@H]1C(=O)N(C3CCCCC3)C(=O)[C@@H]12	-2	0.2%	8	-1%	.	5	0%	-6%	9
CN1CCn2cnc(C(=O)Nc3ccc(CNC(=O)OC(C)(C)C)cc3)c2C1=O	.	.	.	-2%	4	.	-4%	1%	.
Cc1ccc(-c2nnc(SCC(=O)Nc3ccc(S(=O)(=O)N4CCCCCC4)cc3)o2)cc1	-2	1.8%	7	2%	-11	0	2%	3%	7
COc1ccc(OCCSc2nnnn2C2CCCCC2)cc1	0	-0.3%	11	-5%	-5	1	-2%	2%	-7
COc1ccsc1C(=O)N1CCN(Cc2ccc3c(c2)OCO3)CC1	-2	-0.2%	-7	-10%	5	0	0%	-3%	-3
COC(=O)Cn1nnc(-c2cccc(OC)c2)n1	2	2.4%	-2	-1%	-4	1	-1%	2%	1
CC1CCN(C(=O)c2cc(-c3ccc4c(c3)OCO4)on2)CC1	6	-0.6%	36*	0%	-5	3	-1%	-8%	-33*
O=[N+]([O-])c1ccccc1N=Nc1ccc(O)cc1O	.	.	.	1%	-19	.	-1%	3%	.
COc1cccc(CC(=O)Nc2ccc(S(=O)(=O)Nc3nc(C)cc(C)n3)cc2)c1	-2	-0.8%	-3	-1%	-9	0	-1%	-4%	-17
COc1ccc(NC(=O)CCC(=O)Nc2nnc(C(C)C)s2)cc1Cl	-2	-0.4%	-17	-2%	14	1	1%	3%	-27
COc1cc(CNn2cn[nH]c2=S)ccc1OCC(=O)NC(C)(C)C	2	2.5%	3	-9%	-10	1	0%	-3%	8
O=C(O)c1cc(S(=O)(=O)N2CCN(S(=O)(=O)c3ccccc3)CC2)ccc1Cl	0	-2.1%	7	3%	3	3	2%	-2%	-3
CCOCCCNC(=S)N1CCC(NC(=O)C23CC4CC(CC(C4)C2)C3)CC1	-1	-0.3%	-5	5%	-3	1	1%	-3%	5
CCCNC(=O)c1cc2c3ccccc3n(C)c2s1	5	1.5%	14	2%	3	1	0%	0%	-21
Cc1cccc2cc(CN(Cc3ccccc3)C(=O)N(C)C)c(=O)[nH]c12	-6	0.7%	0	.	-7	0	0%	-3%	1
CCN(c1ccc(OC)cc1)S(=O)(=O)c1ccc2[nH]c(=O)ccc2c1	-2	-0.1%	-8	4%	-4	0	-5%	-3%	-4
CCOC(=O)Cc1c(C)c2c(C)nn(-c3ccccc3)c2oc1=O	-5	2.4%	11	-10%	2	5	0%	-2%	-4
CCc1cccc(NC(=O)CN(C)S(=O)(=O)c2cnc[nH]2)c1	-2	2.7%	7	-14%	-9	2	0%	0%	18
Cc1c(C)n2c(SCC(=O)N3CCCC3)nnc2[nH]c1=O	-7	0.0%	-1	6%	2	0	1%	-2%	4
COc1ccc(Br)cc1S(=O)(=O)N(CC(=O)N1CCN(C)CC1)c1ccccc1	5	0.2%	-20	1%	-17	4	-1%	-5%	9
Cc1ccccc1C(=O)Nc1ccccc1C(=O)N/N=C\c1ccco1	1	1.1%	-9	3%	-6	0	2%	1%	18
Cc1ccc(C)c(NC(c2ccccc2)c2nnc(-c3ccccc3F)o2)c1 (configuration not stated)	5	3.8%	-4	1%	-37	7	2%	0%	12
O=C(COCc1cc(-c2ccc3c(c2)OCO3)on1)N1CCN(c2cccc(Cl)c2)CC1	-1&-3	-0.4%&9.5%	-14&-17	2%&2%	25&5	1&0	-4%&2%	-5%&-3%	-20&4
CCCCC(CC(O)COCC(C)C)C(=O)NNC(=S)Nc1ccccc1 (configuration not stated)	-6	0.2%	.	1%	1	2	0%	5%	1
COCCn1c(SCc2cccc(F)c2)nc2cc(C(=O)OC)ccc2c1=O	-4	-1.8%	11	-7%	-3	17	-2%	-5%	0

# Profiles from above. Screens in order: D1 PAM | RXFP1 ag | D2 potentiator | Vif-A3F inh | RXFP1 antag | D1 agonist | Vif-APOBEC3G blk | Glioma ERSR ind | D1 antagonist
# `COCCn1c(SCc2cccc(F)c2)nc2cc(C(=O)OC)ccc2c1=O` in the list: -4 | -1.8% | 11 | -7% | -3 | 17 | -2% | -5% | 0
# `CCCCC(CC(O)COCC(C)C)C(=O)NNC(=S)Nc1ccccc1` (configuration not stated) in the list: -6 | 0.2% | . | 1% | 1 | 2 | 0% | 5% | 1

# (continued)
mol	D1 PAM	RXFP1 ag	D2 potentiator	Vif-A3F inh	RXFP1 antag	D1 agonist	Vif-APOBEC3G blk	Glioma ERSR ind	D1 antagonist
O=c1c2cc(Br)ccc2[nH]c(=S)n1Cc1ccccc1	-3	-1.1%	-4	3%	-3	1	0%	-8%	-21
CCOC(=O)c1ccc(NC(=O)CSc2ncc(S(=O)(=O)c3ccc(C)c(Cl)c3)c(=O)[nH]2)cc1	0	-1.6%	-1	-10%	.	0	-1%	-4%	3
CS(=O)(=O)c1ccccc1-c1nc(-c2ccc(C(F)(F)F)cc2)no1	-7	1.2%	13	1%	8	5	-9%	0%	-8
Cc1ccc2nc(SCC(=O)Nc3ncccn3)[nH]c2c1	1	0.5%	2	-5%	-9	2	-3%	4%	-10
O=c1c(C=NCc2ccccc2)c(NCc2ccccc2)nc2ccccn12	2	0.0%	16	-1%	9	5	3%	7%	4
COc1ccc(C(=O)NCC2OCCc3ccccc32)cc1 (configuration not stated)	-9	-0.9%	6	5%	-4	0	0%	?	-10
Cc1cccc(-c2n[nH]c(=S)n2/N=C/C=C/c2ccco2)c1	-5	-0.4%	4	0%	-14	2	-2%	3%	14
COc1ccc(/C(N)=N/OC(=O)c2c(-c3ccccc3Cl)noc2C)cc1OC	-6	2.8%	4	2%	2	2	-10%	3%	16
CC(C)c1ccccc1NC(=O)C1CC(=O)N(C2CCCC2)C1 (configuration not stated)	-1	-3.3%	-1	-3%	10	2	-4%	0%	18
CCOC(=O)C1(Cc2ccccc2)CCN(Cc2cccn2-c2cccnc2)CC1	-3	1.3%	1	6%	4	1	-9%	-3%	-2
COc1ccc(NC(=O)c2cc3cc(OC)ccc3oc2=N)cc1	0	0.6%	2	-4%	7	8	1%	3%	-1
O=C1c2ccccc2C(=O)N1c1ncccn1	-6	3.0%	-4	4%	-8	2	4%	-4%	-15
CCN(C(=O)CSc1nnc(-c2ccc(Cl)cc2)n1C)C1CCS(=O)(=O)C1 (configuration not stated)	-4	0.5%	12	5%	1	0	0%	-1%	-1
COc1ccc(CCNC(=O)COC(=O)/C=C/c2ccc(OC)c(OC)c2)cc1	-7	0.9%	20	2%	6	0	-8%	-2%	5
CCc1ccc(Oc2coc3cc(O)ccc3c2=O)cc1	2	0.3%	5	7%	0	2	3%	4%	-3
CCCC(NC(=O)COc1cc2c(c3oc(=O)c(C)c(C)c13)CCC(C)(C)O2)C(=O)O (configuration not stated)	-8	8.1%	-3	-27%	7	1	-8%	-1%	-7
CCCCN1C(=O)C(CC(=O)NCCN2CCOCC2)CC(C(=O)N(CC)CC)=C1C (configuration not stated)	.	.	.	-4%	7	.	4%	-4%	.
CCOC(=O)C1CCN(S(=O)(=O)c2c(C)[nH]c(C)c2C(=O)N2CCCCC2)CC1	-19	0.4%	8	5%	10	-1	-1%	-1%	5
Cc1nc(-c2ccccc2)sc1-c1ccc(SCC(=O)NCc2ccccc2)nn1	-4	16%	1	-1%	-13	1	0%	-1%	5
COc1ccc(CCNC(=O)C/C(C)=N/NC(=O)C23CC4CC(CC(C4)C2)C3)cc1OC	-5	0.8%	-9	-8%	-6	5	-24%	3%	-6
COc1ccc(C(=O)Nc2nc3n(n2)C(c2ccc(Cl)cc2)C=C(c2ccccc2)N3)cc1OC (configuration not stated)	-1	20µM*	-11	-2%	-10	39*	-19%	-2%	-2
COc1cccc2c(=O)cc(C)n(CC(=O)Nc3cccc(C)c3)c12	-2	2.4%	12	0%	-11	9	5%	1%	-20
CC1CCCN(C(=O)CCCn2c(=S)[nH]c3ccccc3c2=O)C1 (configuration not stated)	-1	-0.4%	3	1%	?	0	0%	-2%	7
O=c1c2oc3ccccc3c2ncn1Cc1ccc(Cl)cc1	3	-0.8%	5	-26%	-2	0	0%	2%	8
COc1cccc(CNC(=O)c2ccc3nc(N4CCCCC4)sc3c2)c1OC	-4	-0.9%	6	0%	-23	0	5%	-2%	-6
CNC(=O)N(O)C1N(/N=C/c2ccccc2F)C(=S)SC1(C)C (configuration not stated)	1	-0.6%	8	4%	2	0	0%	-1%	11
S=c1nc(-c2ccc(Cl)cc2)[nH][nH]1	6	0.0%	-6	-1%	17	0	-6%	?	-6
CCc1c(C)c2ccc(O)c(CN(C)C)c2oc1=O	2	18%	-8	-13%	-2	2	0%	-2%	-8
COc1cccc(-c2nc(CS(=O)(=O)CC(=O)NCCC(C)C)c(C)o2)c1	-2	0.1%	-6	2%	6	0	1%	-2%	-5
Cc1c(C(=O)N2CC(C)OC(C)C2)oc2ccccc12 (configuration not stated)	2	-2.6%	4	-6%	-3	2	-1%	-2%	-9
C=CCNC1=C(Cl)C(=O)N(c2cccc(Cl)c2Cl)C1=O	-4	3.9%	12	2%	3	2	0%	-3%	-7
CCOc1ccc(/C=N/Nc2cc(C)nc(N3CCOCC3)n2)cc1	-8	2.2%	10	5%	-21	1	-3%	5%	-1
